High-throughput results: PubChem, several laboratories
IL1B cytotox: toxic to HUVEC cells under IL-1B stimulation. hit rate 0.41% among 94,000. HUVEC cell count loss, Hoechst imaging, IL-1B stimulated. cell count reduction, % at 2 µM;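 active = cell count reduction more than 3 SD above the screen-wide mean, cut at about 70% in these data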;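 note: normalized per plate to untreated control cells as the no-loss baseline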
Smad3 inh: inhibitors of human Smad3 transcription factor binding | P84022 | TR-FRET Smad3/Dy647-FoxH1 peptide binding, europium anti-His | inhibition, % at 25 µM | hit rate 0.29% among 88,000 | AID 630;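 active = compounds that reduce the energy-transfer binding signal between the protein and its labelled peptide by more than half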;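 note: 0% = Smad3 plus labelled peptide maximal FRET and 100% = peptide-only background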
Target sequence (P84022 whole entry, looked up): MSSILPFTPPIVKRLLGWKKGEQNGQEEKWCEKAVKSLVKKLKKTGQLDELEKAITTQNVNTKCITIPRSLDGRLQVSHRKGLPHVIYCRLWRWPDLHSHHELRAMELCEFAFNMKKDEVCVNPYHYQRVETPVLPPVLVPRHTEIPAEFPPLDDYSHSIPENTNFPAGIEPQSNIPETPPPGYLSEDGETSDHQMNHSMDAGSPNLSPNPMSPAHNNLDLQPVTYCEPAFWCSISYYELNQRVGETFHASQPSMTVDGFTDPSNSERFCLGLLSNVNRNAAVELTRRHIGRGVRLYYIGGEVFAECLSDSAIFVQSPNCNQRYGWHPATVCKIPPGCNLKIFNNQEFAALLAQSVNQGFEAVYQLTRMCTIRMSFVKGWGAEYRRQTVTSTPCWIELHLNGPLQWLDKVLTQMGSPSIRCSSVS
H69AR inhibit: blocks growth of human H69AR lung tumor cells; H69AR lung tumor viability, ATP luminescence, 72 h; hits give low values; viability, % at 10 µM; hit rate 6% among 85,000;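 active = viability at or below 40%; inactive = viability above 40%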;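 note: multidrug resistant small cell line overexpressing MRP-1 efflux transporter; 100% = mean luminescence of untreated control wells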
TNFa cytotox: toxic to HUVEC cells under TNF alpha stimulation | HUVEC TNFalpha-stimulated, Hoechst cell count, imaging | cell count reduction, % at 2 µM | hit rate 0.17% among 93,000 | AID 848;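 active = cell count reduction exceeding the screen mean by over 5 SD, scaled to untreated wells per plate, cut at about 78% in these data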;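 note: cells counted after 24 h of TNF alpha exposure following the 1 h pretreatment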
F-actin modifier: alters cytoskeleton assembly in HUVEC cells; HUVEC TNFa F-actin phalloidin imaging, high content; inhibition, % at 2 µM; hit rate 0.18% among 91,000;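 active = inhibition above the batch mean plus 3 SD and confirmed as a hit by visual image inspection, cut at about 30% in these data, passing the limit was not always enough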; note: strong numbers were not always called active
Fibroblast inh: blocks proliferation of human lung fibroblasts; hit rate 1.1% among 85,000; LL 47 human lung fibroblast viability, ATP luminescence; hits give low values; viability, % at 10 µM;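 active = viability at or below 50% in the single dose screen; inactive = viability above 50%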;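 note: compound exposure lasted 72 h before the ATP readout; 100% = median luminescence of untreated cell-only wells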
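Benchmarks: Cell-only wells, no compound | Test system: LL 47 human lung fibroblasts, passage 12 or lower | Input: 1,150 cells/well | Measured by: CellTiter-Glo luminescence measuring cellular ATP | Medium: IMEM, 15% FBS supplement | Schedule: Overnight attachment after seeding, then 72 h compound exposure at 37 °C | Doses: Compound addition at 0.1% DMSO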
PTK2B oligo ant: Pyk2 (human) oligomerization antagonism | Q293 cells, Pyk2 FERM NanoBiT luminescence; hits give low values | z-score (the deposit names both 25 µM and 10 µM) | AID 1347419 | hit rate 0.83% among 99,000 | Q14289;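 active = Z-score of -3 or lower, scaled per plate to the spread of control and sample wells; inactive = z-score above -3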;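 note: negative z-score means lost luminescence so less FERM oligomerization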
VCAM1 TNFa inh: reduces TNF alpha induced VCAM1 expression in HUVEC. AID 802. HUVEC TNFa-induced VCAM-1 immunofluorescence, high-content imaging. inhibition, % at 2 µM. hit rate 0.48% among 95,000;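 active = inhibition above the batch mean plus 3 SD, with images confirmed as a hit by eye, cut at about 37% in these data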;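 note: 0% = TNF-stimulated DMSO wells and 100% = unstimulated control wells; not every result past the cut was called active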
HUVEC inhibit: blocks proliferation of human endothelial cells; HUVEC proliferation, CellTiter-Glo luminescence, 72 h; hits give low values; viability, % at 10 µM (by protocol); hit rate 1.1% among 86,000;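 active = viability at or below 30%; inactive = viability above 30%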;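 note: 100% = median luminescence of DMSO-only cell control wells on each plate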
* = called active by the depositor; / = no result given; [ ] = remark or other dose. An excerpt (hit frequency here may not be typical).

1: O=C(O)c1ccc(NS(=O)(=O)/C=C/c2ccccc2)cc1O
2: C1CCC(OCCN2CCN(CCOC3CCCCC3)CC2)CC1
3: Cc1cc(NC(=O)CCC2CCCC2)no1
4: CO/N=C/NC(=O)c1ccc([N+](=O)[O-])c(CS(=O)(=O)c2ccc(Cl)cc2)c1
5: CCN1CCCC1CNC(=O)CSc1cc(=O)n(C)c2cc(Cl)ccc12 (stereo not drawn)
6: O=C(c1cccc2ccccc12)N1CCN(CC2CC=CCC2)CC1 (stereo not drawn)
assay / compound	1	2	3	4	5	6
IL1B cytotox	3	5	-23	-23	-8	-11
Smad3 inh	1	0	-4	/	53*[fluorescence artefact?]	3
H69AR inhibit	96	86	94	/	99	/
TNFa cytotox	-36	6	-13	-25	-20	-22
F-actin modifier	1	-9	-1	-1	2	31
Fibroblast inh	/	100	104	/	99	107
PTK2B oligo ant	0.67	-0.44	-1.3	-0.17	0	0.15
VCAM1 TNFa inh	8	10	7	-14	8	13
HUVEC inhibit	101	97	100	/	90	104

One compound at a time (already shown). Values in the order: IL1B cytotox | Smad3 inh | H69AR inhibit | TNFa cytotox | F-actin modifier | Fibroblast inh | PTK2B oligo ant | VCAM1 TNFa inh | HUVEC inhibit
C1CCC(OCCN2CCN(CCOC3CCCCC3)CC2)CC1 as listed: 5 | 0 | 86 | 6 | -9 | 100 | -0.44 | 10 | 97
Cc1cc(NC(=O)CCC2CCCC2)no1 as listed: -23 | -4 | 94 | -13 | -1 | 104 | -1.3 | 7 | 100
CO/N=C/NC(=O)c1ccc([N+](=O)[O-])c(CS(=O)(=O)c2ccc(Cl)cc2)c1 as listed: -23 | / | / | -25 | -1 | / | -0.17 | -14 | /
CCN1CCCC1CNC(=O)CSc1cc(=O)n(C)c2cc(Cl)ccc12 (stereo not drawn) as listed: -8 | 53*[fluorescence artefact?] | 99 | -20 | 2 | 99 | 0 | 8 | 90

Other results:
7: CC(=O)Nc1ccc(S(=O)(=O)N2CCC(NC(=O)C(Cc3cccn3C)NC(C)=O)CC2)cc1 (stereo not drawn)
8: CCn1nnnc1SCC(=O)Nc1ccc(OCc2ccccc2)cc1
9: CCOc1cc(/C=N\NC(=O)c2ccc(NC(=O)C(C)(C)C)cc2)ccc1OC(=O)c1cccc(C)c1
10: Cn1c(SCc2nc(-c3ccc(Br)cc3)no2)nnc1-c1ccco1
11: Oc1ccccc1C1=Nc2nc3ccccc3n2C(c2ccccc2)C1 (stereo not drawn)
12: CCc1ccc(NC(=O)CCn2c(=O)oc3ccccc32)cc1
assay / compound	7	8	9	10	11	12
IL1B cytotox	-11	-11	2	8	-2	-2
Smad3 inh	3	-2	/	6	0	2
H69AR inhibit	97	92	/	90	79	91
TNFa cytotox	-12	-1	-7	-18	3	100*
F-actin modifier	-12	-14	8	-4	-17	/
Fibroblast inh	101	102	/	101	98	104
PTK2B oligo ant	-0.25	0.13	0.48	2	-0.22	-0.78
VCAM1 TNFa inh	12	-1	6	-2	24	/
HUVEC inhibit	92	86	/	99	103	92

13: O=C(O)COc1ccc(Cl)cc1CO
14: O=C(CSCc1c(F)cccc1Cl)NCC1CCCO1 (stereo not drawn)
15: CCC(=O)Nc1cccc(NC(=O)CSc2nnc(C(C)C)n2CC)c1
16: O=C(c1cc2ccccn2n1)N1CCCC1
17: Cc1cccc(N2CCN(C(=O)Cn3nc(Cc4ccncc4)c4ccccc4c3=O)CC2)c1C
18: Cc1nnc(Oc2ccccc2)c2ccccc12
assay / compound	13	14	15	16	17	18
IL1B cytotox	-9	-24	-8	-52	-36	-4
Smad3 inh	0	12	0[fluorescence artefact?]	-8	-1	11
H69AR inhibit	97	91	101	108	77	100
TNFa cytotox	-31	-7	-25	0	-12	-18
F-actin modifier	-18	9	-36	-3	-3	26
Fibroblast inh	99	98	97	93	100	98
PTK2B oligo ant	/	0.27	0.73	/	/	-0.09
VCAM1 TNFa inh	5	-4	21	-1	1	-11
HUVEC inhibit	114	101	99	97	92	98

19: c1ccc(Cn2nnnc2C(c2ccncc2)N2CCOCC2)cc1 (stereo not drawn)
20: CC1CCN(c2ccc(NC(=S)NC(=O)c3ccc(-c4cccc([N+](=O)[O-])c4)o3)cc2)CC1
21: O=C(Nc1nnc(-c2ccc3c(c2)CCCC3)o1)C1CCCCC1
22: O=C(Cc1ccccc1)N(c1ccc(F)cc1)C1C=CS(=O)(=O)C1 (stereo not drawn)
23: O=C(O)CC(NC(=O)OCc1ccccc1)c1ccccc1 (stereo not drawn)
24: CCCCCC(=O)Nc1nc(C)c(-c2csc(Nc3ccc(Cl)cc3)n2)s1
assay / compound	19	20	21	22	23	24
IL1B cytotox	19	15	5	27	-7	-5
Smad3 inh	-4	9	1	-8	1	/
H69AR inhibit	84	25*	49	95	102	/
TNFa cytotox	7	-16	-12	-16	-7	-11
F-actin modifier	9	1	1	-9	-51	38
Fibroblast inh	94	75	80	101	94	/
PTK2B oligo ant	0.96	0.01	/	0.22	-0.34	/
VCAM1 TNFa inh	-9	-1	-4	18	10	-2
HUVEC inhibit	98	72	70	95	93	/

25: O=[N+]([O-])c1cc(F)c(N2CCCCC2)cc1N1CCOCC1
26: O=c1cc2c(nn1Cc1ccccc1Cl)-c1ccccc1CC2
27: CCCCC(SCC(=O)Nc1ccccc1)C(=O)O (stereo not drawn)
28: CC1=C(C#N)C(C(F)(F)F)(C(F)(F)F)N=C(c2ccco2)N1
29: O=Cc1ccc2oc3nc4n(c(=O)c3c(=O)c2c1)CCCS4
30: O=C(Nc1ccccc1C(=O)O)c1ccc2ccccc2n1
assay / compound	25	26	27	28	29	30
IL1B cytotox	-1	21	-8	-5	-8	-13
Smad3 inh	/	5	1	10	14	6
H69AR inhibit	/	88	/	88	81	93
TNFa cytotox	-28	-13	-2	-24	-15	-15
F-actin modifier	-3	-1	12	-3	1	7
Fibroblast inh	/	101	100	95	93	102
PTK2B oligo ant	-1.3	-0.44	0.94	-2.3	0.19	-2.5
VCAM1 TNFa inh	-8	19	3	4	10	23
HUVEC inhibit	/	109	108	77	88	92

31: COc1cc(S(=O)(=O)N(Cc2cccnc2)Cc2ccco2)ccc1-n1cnnn1
32: CCNC(=O)CC1C(=O)N(CC)C(=S)N1NC(=O)c1ccc(Cl)cc1 (stereo not drawn)
33: CCN(CCCNC(=O)CCCCn1c(=O)[nH]c2ccccc2c1=O)c1ccccc1
34: Cc1ccc(Cl)cc1NC(=O)COC(=O)CC1CC2CCC1C2 (stereo not drawn)
35: COc1ccccc1OCCOc1ccccc1/C=N/n1cnnc1
36: CCn1c2ccccc2c2cc(NC(=O)C(C)C)ccc21
assay / compound	31	32	33	34	35	36
IL1B cytotox	/	3	-2	2	/	15
Smad3 inh	-15	3	11	/	-11	4
H69AR inhibit	70	89	63	/	62	59
TNFa cytotox	/	-11	-6	-30	/	-8
F-actin modifier	/	20	12	10	/	6
Fibroblast inh	97	96	107	/	108	82
PTK2B oligo ant	1.5	-0.22	0.09	-0.22	0.74	-0.67
VCAM1 TNFa inh	/	9	16	-15	/	-1
HUVEC inhibit	99	95	98	/	101	68

37: COc1ccccc1-n1c(CNC(=O)c2ccco2)nnc1SCC(=O)Nc1ccc(F)cc1
38: CC(C)(C)NS(=O)(=O)c1ccc(CCC(=O)Nc2cc(Cl)ccc2Oc2ccccc2)cc1
39: Clc1ccccc1-c1nc(-c2ccccc2)n[nH]1
40: N#C/C(C(=O)N1CCCCC1)=C1\Nc2ccccc2S1
41: COC(=O)c1ccc2c(=O)n(CCCN3CCCC3=O)c(=S)[nH]c2c1
42: COCCNC(=O)CSc1nc(-c2ccc(OC)c(OC)c2)cc(C(F)(F)F)n1
assay / compound	37	38	39	40	41	42
IL1B cytotox	7	5	-1	7	8	-17
Smad3 inh	2	/	7	5	6	-2
H69AR inhibit	85	/	76	72	100	74
TNFa cytotox	-12	9	3	-6	5	4
F-actin modifier	-1	-13	-2	10	7	-4
Fibroblast inh	102	/	92	101	101	93
PTK2B oligo ant	-0.34	-0.67	-0.23	-0.67	0.48	-0.33
VCAM1 TNFa inh	-7	-9	-15	-12	19	-11
HUVEC inhibit	110	/	96	101	107	104

43: CC(=O)Nc1ccc(N2CCCCC2)c(C(=O)Nc2cccc(C)c2)c1
44: CCOC(=O)CSCC(=O)Nc1ccc(S(=O)(=O)N2CCCCC2)cc1
45: COc1ccc(-n2ccsc2=S)cc1
46: COc1ccc(N2C(=O)CCC(C(C)=O)=C2C)cc1
47: COc1ccccc1N1CCN(c2ncnc3c2oc2ccccc23)CC1
48: CCOC(=O)c1csc(NC(=O)c2cc(OC)c(OC)c(OC)c2)n1
assay / compound	43	44	45	46	47	48
IL1B cytotox	-32	-91	-6	3	23	3
Smad3 inh	-1	-24	0	1	-1	8
H69AR inhibit	45	83	97	101	/	66
TNFa cytotox	-9	-20	-13	-13	-16	-4
F-actin modifier	-6	12	5	-42	-16	-4
Fibroblast inh	97	92	102	96	52	103
PTK2B oligo ant	-1.7	0.03	-0.64	-0.15	1.1	-2.9
VCAM1 TNFa inh	15	-4	1	3	-16	11
HUVEC inhibit	90	85	96	87	42	78

49: O=c1cc(O)nc(SCc2ccccc2)[nH]1
50: Nc1ccc(Oc2ccc([N+](=O)[O-])cc2[N+](=O)[O-])cc1
51: Cc1ccc(NC2c3ncccc3C(=O)N2C2CCCCC2)cc1C (stereo not drawn)
52: CCOc1ccc(C(=O)/C=C/c2ccc(SC)cc2)cc1
53: CCN(CC(=O)Nc1ccccc1C(=O)OC)S(=O)(=O)c1ccccc1
54: O=C(Nc1ccccc1)C1CCCN(S(=O)(=O)c2ccc(-n3cnnn3)cc2)C1 (stereo not drawn)
55: O=C(CSc1c2c(nc3ccc(Cl)cc13)CCCC2)NCc1ccco1
56: CC(=O)Nc1ccc(S(=O)(=O)N2CCN(C(=O)Cc3ccccc3)CC2)cc1
57: Cc1ccc(-n2ncc3c2ncn2c(C)nnc32)cc1C
assay / compound	49	50	51	52	53	54	55	56	57
IL1B cytotox	5	-10	-46	-51	14	2	-6	-17	-22
Smad3 inh	7[fluorescence artefact?]	0	12	/	8	-1	16	-4	9
H69AR inhibit	87	50	89	/	94	97	7.3*	101	96
TNFa cytotox	-6	-8	-3	26	/	-22	-17	-37	-26
F-actin modifier	8	10	2	17	2	/	10	25	-13
Fibroblast inh	99	89	95	/	95	96	69	93	98
PTK2B oligo ant	-0.13	0.27	-0.67	-0.28	0.02	-0.13	-0.34	0.44	-0.1
VCAM1 TNFa inh	-4	29	9	13	11	7	12	-6	-2
HUVEC inhibit	103	93	97	/	101	92	62	91	88
